Dicer processing = human Dicer pre-microRNA cleavage inhibition | Q9UPY3 | cat-ELCCA pre-miR-21 Dicer processing, chemiluminescence; hits give high values | z-score at 25 µM | 6% of 47,000 active | AID 1347074; in the data active = z-score above about 3, passing the limit was not always enough;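 also: plate controls were vehicle for no effect and no enzyme for full effect; higher signal means more uncleaved substrate so more Dicer inhibition; strong numbers were not always called active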
Target sequence (Q9UPY3 whole entry, looked up): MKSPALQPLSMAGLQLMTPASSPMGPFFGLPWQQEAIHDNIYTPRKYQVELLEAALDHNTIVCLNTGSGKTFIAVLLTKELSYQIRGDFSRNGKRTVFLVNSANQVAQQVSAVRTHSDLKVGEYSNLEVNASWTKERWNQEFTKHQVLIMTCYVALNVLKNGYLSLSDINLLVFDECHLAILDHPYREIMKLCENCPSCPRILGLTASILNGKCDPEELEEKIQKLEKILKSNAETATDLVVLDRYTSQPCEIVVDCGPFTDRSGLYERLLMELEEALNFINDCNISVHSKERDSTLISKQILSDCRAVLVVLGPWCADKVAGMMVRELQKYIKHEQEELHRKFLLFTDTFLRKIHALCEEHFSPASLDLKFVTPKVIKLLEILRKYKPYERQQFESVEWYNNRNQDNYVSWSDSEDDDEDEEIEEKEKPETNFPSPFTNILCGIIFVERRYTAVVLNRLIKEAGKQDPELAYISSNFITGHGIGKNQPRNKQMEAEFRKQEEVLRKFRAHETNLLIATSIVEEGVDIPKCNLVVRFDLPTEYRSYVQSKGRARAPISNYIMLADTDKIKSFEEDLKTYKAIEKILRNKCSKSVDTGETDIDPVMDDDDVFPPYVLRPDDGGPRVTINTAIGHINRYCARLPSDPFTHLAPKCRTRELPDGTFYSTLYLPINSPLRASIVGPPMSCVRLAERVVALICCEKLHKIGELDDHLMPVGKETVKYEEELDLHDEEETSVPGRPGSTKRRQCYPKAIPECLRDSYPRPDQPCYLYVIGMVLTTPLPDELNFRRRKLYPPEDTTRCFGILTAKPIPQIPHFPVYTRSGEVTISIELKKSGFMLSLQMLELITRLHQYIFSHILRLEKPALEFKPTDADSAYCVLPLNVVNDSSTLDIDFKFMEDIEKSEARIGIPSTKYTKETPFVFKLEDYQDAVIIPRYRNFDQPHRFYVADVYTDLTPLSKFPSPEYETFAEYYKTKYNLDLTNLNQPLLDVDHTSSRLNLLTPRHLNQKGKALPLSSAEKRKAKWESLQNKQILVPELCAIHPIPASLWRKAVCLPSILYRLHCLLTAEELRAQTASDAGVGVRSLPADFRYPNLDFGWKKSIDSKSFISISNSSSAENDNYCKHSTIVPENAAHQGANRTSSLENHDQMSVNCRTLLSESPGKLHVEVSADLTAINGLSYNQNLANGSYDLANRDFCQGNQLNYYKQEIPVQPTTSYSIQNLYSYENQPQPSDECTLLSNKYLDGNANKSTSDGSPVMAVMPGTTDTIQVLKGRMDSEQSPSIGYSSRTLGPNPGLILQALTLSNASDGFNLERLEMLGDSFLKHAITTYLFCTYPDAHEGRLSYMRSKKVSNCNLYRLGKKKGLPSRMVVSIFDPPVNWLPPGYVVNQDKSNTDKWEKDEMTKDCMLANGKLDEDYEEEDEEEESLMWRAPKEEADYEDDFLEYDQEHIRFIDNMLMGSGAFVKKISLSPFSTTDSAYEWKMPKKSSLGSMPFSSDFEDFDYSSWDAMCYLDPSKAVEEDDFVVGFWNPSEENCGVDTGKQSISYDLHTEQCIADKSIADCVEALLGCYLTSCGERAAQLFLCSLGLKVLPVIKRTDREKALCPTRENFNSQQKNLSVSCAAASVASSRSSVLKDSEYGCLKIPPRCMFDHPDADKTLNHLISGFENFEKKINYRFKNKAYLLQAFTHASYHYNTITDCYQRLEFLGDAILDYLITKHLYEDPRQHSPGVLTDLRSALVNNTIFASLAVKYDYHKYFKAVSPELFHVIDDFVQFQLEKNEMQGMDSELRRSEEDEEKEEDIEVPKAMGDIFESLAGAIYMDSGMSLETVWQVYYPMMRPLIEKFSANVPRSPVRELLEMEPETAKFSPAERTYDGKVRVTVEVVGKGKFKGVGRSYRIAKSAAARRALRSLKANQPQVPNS
The depositor's hits bear a star. The list is partial; the hit share may differ from the screen's.

SMILES	Dicer processing
Cc1ccnc(NC(c2cccc(F)c2)c2ccc3ccc(C)nc3c2O)c1 (stereo not drawn)	6.1*
CSc1c(C#N)c(N)nc2sc(C(=O)c3ccc(F)c(F)c3)c(N)c12	-3.9
CN(C)/C=N/c1nnc(Sc2ncccc2[N+](=O)[O-])s1	0.07
NC(=Nc1ccccc1)NC(=O)c1nc(Cl)c(N)nc1N	1.7
CN(CC(=O)Nc1ccccc1)C(=O)c1ccccc1	-0.46
CCOC(=O)c1c(NC(=O)C(C)Oc2ccc(OC)cc2)sc(C)c1C (stereo not drawn)	-2.3
Cn1c(-c2ccc(C#N)cc2)nc(=O)c2cc(Cl)ccc21	0.16
COc1ccc(/C(O)=C2/C(=O)C(=O)N(CCN3CCOCC3)C23C(=O)N(C)c2ccccc23)cc1 (stereo not drawn)	3.5*
Cc1ccc(CNc2ncc(-c3ccccc3)n2C)o1	8.3
COC(=O)CSc1nc(-c2ccccc2)cc(-c2ccc(OC)cc2)c1C#N	0.14
S=C1SCN(CC2CC2)CN1CC1CC1	0.9
CCOC(=O)C1CCN(c2ccccc2CN2CCC(c3ccccc3OC)CC2)CC1	0.28
CCc1cccc(C)c1NC(=O)Nc1ccc(S(=O)(=O)Nc2cc(C)on2)cc1	-0.23
Cc1cc2n(n1)C(c1cccc(O)c1)Nc1c(C)cccc1-2 (stereo not drawn)	4.3*
Cc1cc(-c2nnc(C(F)(F)F)o2)ccc1NC(=O)c1cccs1	0.09
CCCc1cc(=O)[nH]c(SC/C=C/c2ccccc2)n1	2.2
CCc1ccnc(NS(=O)(=O)c2ccc(C)c(Cl)c2)c1	0.91
Cc1sc2ncn(CC(=O)Nc3ccc(F)cc3F)c(=O)c2c1C	2.6
Cc1cccc(C)c1-n1[nH]nnc1=S	0.75
N/C(CS(=O)(=O)Cc1ccco1)=N\O	4.5*
Cn1c(=O)c2c(c3ccccc31)OC(=O)CC2c1cccc(F)c1 (stereo not drawn)	2.1
CCOC(=O)C(=O)CC(=O)c1ccc2c(c1)OCCO2	-0.74
Cn1c(SCC(=O)Nc2ccc3[nH]c(=O)[nH]c3c2)nnc1-c1ccccc1	0.86
CN1CN=C(SCc2ccccc2)NC1	-0.05
Cc1cc(C)c(S(=O)(=O)NCCN2CCN(S(=O)(=O)c3cc(C)c(C)cc3C)CC2)cc1C	-0.18
CCCCOc1cccc(C2c3c(oc4ccccc4c3=O)C(=O)N2c2nncs2)c1 (stereo not drawn)	-0.99
Cc1cccn2cc(-c3cccc(S(=O)(=O)N4CCOCC4)c3)nc12	0.78
Cc1ccc2nc(C)cc(NCCO)c2c1	-1.1
Cc1ccccc1-n1cc(-c2ccc(Br)cc2)nc1SCC(N)=O	1.7
Cc1ccc(Nc2nc(-c3ccccn3)cs2)c(C)c1	-0.24

Brought forward from above: 2 compounds, followed by the next part.
SMILES	Dicer processing
Cc1ccccc1-n1cc(-c2ccc(Br)cc2)nc1SCC(N)=O	1.7
Cc1ccc(Nc2nc(-c3ccccn3)cs2)c(C)c1	-0.24
CC(C)(C)/C=N/NC(=O)CNS(=O)(=O)c1cccc2nsnc12	-0.72
C=C(C)CSc1nc2sc3c(c2c(=O)[nH]1)CCCC3	0.28
CN(C)c1ccc(CC(C#N)c2ccc(N)cc2)cc1 (stereo not drawn)	0.43
O=C(Cc1ccccc1)NNC(=O)Cc1ccccc1	0.75
Cn1ncc2c(c(SCc3ccc(Cl)cc3Cl)nn2C)c1=O	-1.2
CNS(=O)(=O)c1cc(-c2nnc3c4ccccc4c(C)nn23)ccc1OC	1.6
CN(/N=C/c1ncc(C(F)(F)F)cc1Cl)C(=O)Nc1ccc(Cl)cc1	0.11
CCOC(=O)C(C#N)=C1CCN(Cc2ccccc2)CC1	-0.95
C=CCN1C(=O)C2(/C(=C(/O)c3ccc(C)cc3)C(=O)C(=O)N2CCCN(C)C)c2ccccc21 (stereo not drawn)	1.6
NNC(=S)c1cc(Cl)cc(Cl)c1	-2.5
FC(F)(F)c1cc(N2CCOCC2)c2cccc(Cl)c2n1	-0.09
Cc1ccn2cc(-c3cccc(S(=O)(=O)N4CC(C)CC(C)C4)c3)nc2c1 (stereo not drawn)	-2
CCOc1ccc(Nc2cc(C)nc3ncnn23)cc1	-0.35
COCc1cc(=O)n(-c2ccccc2)[nH]1	-3.7
Cc1cc2nc(-c3ccccc3)cc(C(F)(F)F)n2n1	0.41
CC(=O)Oc1ccc2nc(-c3ccccc3)oc(=O)c2c1	0.82
CN1c2ccccc2C(C)(C)C12C=Cc1cccc([N+](=O)[O-])c1O2 (stereo not drawn)	0.3
CC1(C)CC(=O)c2sc(NC(=O)c3ccc(C(C)(C)C)cc3)nc2C1	-0.36
Cc1ccc(C(C)C)cc1S(=O)(=O)NCc1ccccn1	-0.92
CC(=O)NNc1ncnc2cc(-c3ccc(C(C)(C)C)cc3)sc12	-0.05
Cc1cc(Cl)ccc1OC(C)C(=O)Nc1sc2c(c1C(N)=O)CCCC2 (stereo not drawn)	1.3
O=C(CCSc1nc(-c2ccc3c(c2)OCO3)cc(C(F)(F)F)n1)NC1CCCC1	-0.55
COc1ccc(C2=NN(S(=O)(=O)c3ccc(C)cc3)C(c3ccc(OC)c(OC)c3)C2)cc1OC (stereo not drawn)	0.74
O=C1/C(=C/c2ccc(F)cc2)CN(Cc2ccccc2)C/C1=C\c1ccc(F)cc1	4.2*
Cn1[nH]c(=O)cc1C(=O)N/N=C/c1ccc(Cl)cc1	0.46
CCCCN1C(=O)C(O)(c2c[nH]c3ccccc23)c2ccccc21 (stereo not drawn)	0.72
O=C(CCc1ccc(O)cc1)NNC(=S)Nc1ccccc1Cl	1.1
O=C(CCc1ccccc1)N1CCC(c2ccccc2)C1 (stereo not drawn)	-1.4
CC(C)Cc1ccc(C2=Nn3c(nnc3-c3cccs3)SC2C)cc1 (stereo not drawn)	0.57
CC(C)(C)c1cc(N)n(-c2ccc(C(=O)O)cc2)n1	-1.8
CCN1C(=O)C(O)(CC(=O)c2ccncc2)c2ccccc21 (stereo not drawn)	1.9
COC(=O)NC(C)(C)C(C)(C)C(=O)O	-0.18
N#C/C(=C\Nc1ccc(Cl)cn1)S(=O)(=O)c1ccc(Cl)cc1	1.2
CC1=C(C#N)C(c2ccccc2Br)C2=C(CC(c3ccccc3)CC2=O)N1 (stereo not drawn)	-2.4
O=C(C1=C(O)C(=O)N(CCCn2ccnc2)C1c1cccc(Br)c1)c1cccs1 (stereo not drawn)	0.65
Cc1cc2c3c(c1)c(OCc1ccc(F)cc1)c(-c1ccccc1)c(=O)n3CCC2	2.4
O=S(=O)(NCCc1ccccn1)c1ccc(-c2ccno2)s1	-0.74
N=Nc1c(O)[nH]c2ccc(Br)cc12	0.8
CCCCCOC(=O)C1=C(C)NC2=C(C(=O)CCC2)C1c1ccc(OC(C)=O)cc1 (stereo not drawn)	0.39
CSC(=N\N=C(/C)c1cc2ccccc2o1)/N=C/N(C)C	-1.3
CC1CN(C(=N)c2ccc(Cl)cc2)CC(C)O1 (stereo not drawn)	1
Cn1c(SCC(=O)Nc2ccc(Cl)cc2)nnc1-c1cnccc1C(F)(F)F	-0.75
CCOC(=O)C(Nc1ccccc1)C(=O)OCC	-0.4
Cc1ccc(S(=O)(=O)NCCCN(C)C)cc1	2.8
Brc1ccc2c(c1)C1CC(c3ccco3)=NN1C(c1ccccc1)O2 (stereo not drawn)	5.7*
O=[N+]([O-])c1ccc(Oc2ccc(Cl)cc2)cc1C(F)(F)F	-0.38
Cc1cc(NC(=O)CN2CCCCC2)n(-c2ccccc2)n1	2.2
Cc1ccc(N=Cc2c(Sc3ccc(Cl)cc3)nc3sccn23)cc1	-1
Cn1c(CNC(=O)OC(C)(C)C)nnc1SCC(=O)NCc1ccccc1	0.45
COC(=O)c1c(C)oc2ccc(OCC(=O)c3ccc(Br)cc3)cc12	1.8
O=[N+]([O-])c1ccc(C2N(c3ccccc3)CCN2c2ccccc2)cc1	-0.07
COc1ccc(C=C2C(=O)OC(C)(C)OC2=O)c(OC)c1	1.8
COc1ccc(OC)c(NC(=O)C2C3CCC(O3)C2C(=O)O)c1 (stereo not drawn)	0.96
COc1ccc(Br)cc1[C@@H]1Nc2ccc(C(=O)O)cc2[C@@H]2C=CC[C@@H]21	1.1
O=C(O)CC12CC3CC(CC(Cl)(C3)C1)C2	-0.55
COC(=O)/C=C1\S/C(=N\c2ccccn2)N(c2cccc(C(F)(F)F)c2)C1=O	-0.16
CCCCOC(=O)CCc1n[nH]c(=O)[nH]c1=O	2.3
Cc1ccc(S(=O)(=O)N2CCN(S(=O)(=O)N3CCOCC3)CC2)c(C)c1	-1.9
O=C(Nc1ccccc1)Sc1cc(C(F)(F)F)cc(C(F)(F)F)c1	0.16
Cc1ccc(N2C(=O)SC(Nc3ccc(C(=O)O)cc3)C2=O)cc1 (stereo not drawn)	5.4*
(cont.)
SMILES	Dicer processing
NNC(=O)Cn1cc(Cl)c(=O)c(Cl)c1	0.12
CN(C)CCCOc1nn(Cc2ccccc2)c2ccccc12	-0.63
O=C(Nc1ccc(S(=O)(=O)Nc2nccs2)cc1)c1sc2ccccc2c1Cl	0.8
CN(C)S(=O)(=O)c1ccc(C(=O)Nc2nnc(-c3ccc(Br)cc3)s2)cc1	3.2*
Cc1ccc(NC(=S)Nc2ccccn2)cc1C	0.98
CC(C)(C)OC(=O)NCCN=Cc1ccc(O)cc1	-1.4
CCOC(=O)N/N=C(\C)c1ccc(F)cc1F	-0.07
O=C(Nc1ccccc1)Oc1cccc(F)c1OC(=O)Nc1ccccc1	3.4*
COCCOC(=O)C1=C(C)NC2=C(C(=O)CC(C)(C)C2)C1c1ccc(OC)c(OC)c1 (stereo not drawn)	3.7*
O=C(On1c(-c2ccccc2)nc2ccccc2c1=O)c1ccccc1Cl	0.29
Cn1cccc1-c1n[nH]c(=S)n1-c1ccc(Cl)cc1Cl	1.8
Fc1ccc(-c2nc3c4c5c(sc4ncn3n2)CCCC5)cc1	4*
O=S(=O)(NCC(c1ccccc1)n1cc(-c2ccccc2)nn1)c1ccc(Cl)cc1 (stereo not drawn)	0.88
Cc1noc(-c2ccccc2)c1NC(=O)Nc1ccc(Cl)cc1	0.3
COc1cc(CC/C(C)=N/O)ccc1O	-0.53

In the list so far, twelve have an aryl thioether with sulfur outside any ring:
SMILES	Dicer processing
CSc1c(C#N)c(N)nc2sc(C(=O)c3ccc(F)c(F)c3)c(N)c12	-3.9
CN(C)/C=N/c1nnc(Sc2ncccc2[N+](=O)[O-])s1	0.07
COC(=O)CSc1nc(-c2ccccc2)cc(-c2ccc(OC)cc2)c1C#N	0.14
CCCc1cc(=O)[nH]c(SC/C=C/c2ccccc2)n1	2.2
Cn1c(SCC(=O)Nc2ccc3[nH]c(=O)[nH]c3c2)nnc1-c1ccccc1	0.86
Cc1ccccc1-n1cc(-c2ccc(Br)cc2)nc1SCC(N)=O	1.7
C=C(C)CSc1nc2sc3c(c2c(=O)[nH]1)CCCC3	0.28
Cn1ncc2c(c(SCc3ccc(Cl)cc3Cl)nn2C)c1=O	-1.2
O=C(CCSc1nc(-c2ccc3c(c2)OCO3)cc(C(F)(F)F)n1)NC1CCCC1	-0.55
Cn1c(SCC(=O)Nc2ccc(Cl)cc2)nnc1-c1cnccc1C(F)(F)F	-0.75
Cc1ccc(N=Cc2c(Sc3ccc(Cl)cc3)nc3sccn23)cc1	-1
Cn1c(CNC(=O)OC(C)(C)C)nnc1SCC(=O)NCc1ccccc1	0.45

More compounds.
SMILES	Dicer processing
Fc1ccc2[nH]c3c(c2c1)CN(Cc1ccc(Cl)cc1Cl)CC3	-1.7
Cc1nnc(N2C(=O)C(O)=C(C(=O)c3cccs3)C2c2ccc(C(C)C)cc2)s1 (stereo not drawn)	0.33
CSC(N)=Nc1cccc(Cl)c1Cl	2.6
C=CCN1C(=O)CN2c3ccccc3C(C)(C)C12C (stereo not drawn)	0.32
Cn1c(=O)c2c(-c3ccccc3)n(-c3ccc(N)cc3)cc2n(C)c1=O	-2.6
O=C(Oc1cccc2c1CCC2=O)c1ccccc1	0.5
COc1cccc(-c2nc(S(=O)(=O)c3ccc(Cl)cc3)c(N3CCOCC3)o2)c1	2.4
CCOC(=O)c1cc(=O)oc2cc(O)ccc12	2.4
Cn1c(=O)sn(-c2cccc3ccccc23)c1=O	1.4
CN1CCN(C(=O)C2CC(c3ccc(Cl)cc3)=NO2)CC1 (stereo not drawn)	-0.85
N#C/C(=N\Nc1ccc(F)cc1)C(=O)NCC1CCCO1 (stereo not drawn)	3.8*
O=[N+]([O-])c1cc(C(F)(F)F)ccc1NC1CCN(Cc2ccccc2)CC1	1.6
O=C1CC23CCCCCCC2(C1)CC(=O)C3 (stereo not drawn)	-0.24
CC1(C)CCc2cc(S(=O)(=O)NCCN3CCCC3)ccc2O1	-1.1
CCOC(=O)C1=NOC2C(=O)N(c3ccc(C)cc3)C(=O)C12 (stereo not drawn)	0.74
Nc1c(-c2nn[nH]n2)cnn1-c1ccc(Cl)cc1Cl	1
CCOC(=O)Cc1csc(NC(=O)c2cccs2)n1	-0.48
Cc1ccc(OCC2SCCN2C(=O)c2c(-c3c(Cl)cccc3Cl)noc2C)c([N+](=O)[O-])c1 (stereo not drawn)	0.53
COCOc1ccc(C(=O)CC(=O)c2ccccc2O)cc1	1.3
Cc1[nH]c(C)c2c(=O)n(Cc3ccccc3Cl)ncc12	0.45
Nc1ccc(SCC(=O)O)c(C(=O)O)c1	-2.4
CCOC(=O)C(O)(c1ccc(N(C)C(=O)Nc2ccccc2)cc1)C(F)(F)F (stereo not drawn)	0.79
CC12c3ccccc3C(c3ccccc31)C1C(=O)N(c3cccc(C(=O)O)c3)C(=O)C12 (stereo not drawn)	-0.43
CCc1ccc(S(=O)(=O)N2CCN(S(=O)(=O)c3ccc(CC)cc3)C(C)C2)cc1 (stereo not drawn)	-0.71
FC(F)(F)Oc1ccc(NC(=S)N2CCc3c([nH]c4ccccc34)C2C(F)(F)F)cc1 (stereo not drawn)	1.1
O=C(c1cccs1)n1ccc(-c2ccc(C#Cc3ccccc3)cc2)n1	0.26
Cc1cc(CSC(=N)N)c(C)cc1CSC(=N)N	-7.9
CCOC(=O)NC(=S)Nc1sc2c(c1C(=O)OCC)CCCC2	-1.4
